Vc quorum ag = inducers of Vibrio cholerae quorum light production without autoinducers. V. cholerae BH1578 lux reporter, luminescence, 6 h. activation, % at 18.7 µM. 350,000 compounds, 0.16% hits. AID 588436; in the data active = activation mostly above about 9.7%, no sharp cut-off; inconclusive = no clear call, values can overlap the other calls; inactive = mostly below about 3.7%; also: not every result past the cut was called active; inactives centre near 0; reference of the scale not given here
PfHsp40 yeast = compounds rescuing yeast from Plasmodium falciparum HSP40 toxicity; S. cerevisiae expressing PfHsp40, growth rescue, ATP luminescence; growth rescue, % at 12.5 µM; 340,000 compounds, 0.68% hits; in the data active = growth rescue above about 28%, passing the limit was not always enough; inconclusive = no clear call, values can overlap the other calls;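 also: yeast W303a lacking pdr1 and pdr3 grown in galactose medium; growth measured after three days at 30 °C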
SARS 3CLpro inh = SARS-CoV 3CLpro protease inhibition | inhibition, % at 6 µM | 290,000 compounds, 0.14% hits | AID 1706 | recombinant SARS-CoV 3CLpro, quenched FRET peptide cleavage | P0C6X7; in the data active = inhibition above about 12%
Anthrax LF prot = inhibitors of Bacillus anthracis lethal factor protease; P15917; multiplex microsphere protease cleavage assay, LF; inhibition, % at 10 µM; 360,000 compounds, 0.12% hits; AID 588501; also: plate controls were buffer without enzyme for full effect and enzyme alone for no effect
BoNT A protease = inhibitors of Botulinum neurotoxin A light chain protease. multiplex microsphere protease substrate cleavage, flow cytometry. inhibition, % at 10 µM. 360,000 compounds, 0.17% hits. AID 588499; also: plate controls were buffer without enzyme for full effect and enzyme alone for no effect
PrPC TRFRET = reduces human prion protein on the cell surface | P04156 | cell surface PrPC, TR-FRET read-out | inhibition, % at 13.8 µM | 370,000 compounds, 0.43% hits; in the data active = inhibition above about 24%; also: 0% = median of the test wells and 100% = reference compound wells
TcdB inh = inhibitors of Clostridioides difficile toxin B glycohydrolase; inhibition, % at 9.99 µM; P18177; AID 652162; 350,000 compounds, 0.24% hits; TcdB glycohydrolase enzymatic assay, plate reader; in the data active = inhibition above about 10%
Y pestis TopoI = inhibitors of Yersinia pestis topoisomerase I. 360,000 compounds, 0.064% hits. AID 504884. activity, % at 10 µM. Y. pestis Topo-I cleavage product accumulation, plate reader; in the data active = activity above about 50%, passing the limit was not always enough; inconclusive = no clear call, values can overlap the other calls; also: inactives centre near 2
PriA SSB inh = blocks PriA binding to SSB C-terminal tail. AlphaScreen SSBct-PriA binding, biotinylated peptide. inhibition, % at 33 µM. 430,000 compounds, 0.6% hits. AID 1272365; in the data active = inhibition mostly above about 37%, no sharp cut-off; inactive = mostly below about 20%;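 also: plate controls were negative control peptide for no effect and reference peptide for full effect; strong numbers were not always called active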
Starred values were filed as active, the others as inactive; i = inactive; ? = inconclusive; . = no result given; & = joins results of further samples. Rule as the data show it, unless noted: active = inhibition above about 30%; inconclusive = no clear call, values can overlap the other calls; inactive = below that.

SMILES | Vc quorum ag | PfHsp40 yeast | SARS 3CLpro inh | Anthrax LF prot | BoNT A protease | PrPC TRFRET | TcdB inh | Y pestis TopoI | PriA SSB inh
CC1=C(C)[N+](=O)C2CCCCC2N1[O-] (stereo not drawn) | i | 0.2 | -1.6 | -4.8 | ? | 4.7 | . | 8.3 | -1.7
Cc1c(C(=O)N(Cc2ccc(N(C)C)cc2)C2CCS(=O)(=O)C2)oc2ccccc12 (stereo not drawn) | -0.5 | -0.2 | -0.8 | -7.8 | -0.6 | -4.1 | -2.8 | 18.8 | 4.2
COc1ccc(OC)c(NC(=O)N2CCCC(CNS(=O)(=O)c3cccs3)C2)c1 (stereo not drawn) | . | -1.6 | 5.0 | -7.1 | -0.3 | 7.6 | 1.1 | -1.0 | 10.7
COc1ccccc1C1CCN(c2ccc([N+](=O)[O-])cn2)CC1 | 1.5 | -0.7 | 4.4 | -11.4 | -10.2 | -8.1 | 1.3 | -4.3 | -11.3
Cc1cccc(CN2C(=O)N/C(=C/c3ccc(C)s3)C2=O)c1 | 2.8 | 1.3 | 3.1 | -2.1 | 3.6 | 0.3 | . | 0.7 | -10.9
Cc1ccc(/C=C2\SC(=S)N(CCCC(=O)Nc3nccs3)C2=O)cc1 | -0.8 | -1.7 | -1.2 | 0.4 | 0.3 | 8.2 | -8.5 | -3.5 | 1.0
CCO[C@@H]1OC(C(=O)O)=C[C@H](c2ccc(C(F)(F)F)cc2)[C@H]1CCCO | 0.4 | -0.8 | -3.3 | -5.8 | -0.3 | 2.8 | 1.4&0.2 | -6.0 | 0.1
O=C1NC(=O)C(=Cc2c(Cl)cccc2Cl)C(=O)N1 | 0.8 | -1.2 | . | -4.0 | 0.3 | -7.8 | 0.8 | 0.5 | 0.1
COc1ccc(OCC(=O)Nc2ccccc2C(=O)NC2CC2)cc1 | i | 8.9 | . | -1.2 | -3.9 | -1.4 | 0.8 | -2.0 | 1.8
C=CCn1c(COc2cccc(C)c2)nnc1SC(C)C(=O)NC1CC1 (stereo not drawn) | -0.5 | -0.2 | . | -9.4 | -0.1 | -1.0 | 1.2 | 5.2 | 0.4
COc1ccc(/C=N/NC(=O)c2ccncc2)c(OC)c1 | i | -2.4 | 0.2 | -21.4 | -1.1 | -3.5 | 0.8 | -1.1 | .
FC(F)(F)c1cc(-c2cccs2)nc(-n2cc(Br)cn2)n1 | i | 1.0 | 6.2 | -1.4 | 0.8 | -13.4 | . | -0.8 | -4.1
O=C(CSCc1c(F)cccc1Cl)NNC(=S)NC1CCCCC1 | -0.5 | -0.4 | 3.5 | 0.8 | 1.5 | 1.0 | 0.8 | 13.1 | -13.2
O=C(/C=C/c1ccccc1)NCc1cccnc1 | -1.8 | 0.5 | -0.2 | -5.7 | 0.7 | -2.2 | 0.6 | -14.8 | -21.7
COc1ccc(NC(=S)NCCC(c2ccccc2)c2ccccc2)c(OC)c1 | 0.9 | 38.9* | 6.7 | -8.8 | 0.2 | 9.0 | . | 24.8 | 23.2
Cc1ccc(NC(=O)COC(=O)C2C3CC4OC(=O)C2C4C3)cc1 (stereo not drawn) | i | -1.0 | -4.0 | -18.5 | -1.8 | 9.4 | 0.2 | 3.3 | -6.8
Nc1ccc2oc(-c3cc(Br)ccc3Cl)nc2c1 | -12.5 | 0.9 | 3.8 | -6.5 | 0.7 | . | 1.4 | 5.2 | -20.9
COc1cc(Br)c(C(C)NC(=O)c2ccc(C)cc2)cc1OC (stereo not drawn) | -25.0 | -0.9 | 8.3 | -3.7 | 0.0 | 4.1 | . | 14.4 | -30.9
COc1ccc(NC(=S)N2CCN(C(=O)C3CCCO3)CC2)cc1 (stereo not drawn) | 0.6 | -1.7 | -5.3 | -1.0 | -0.7 | 5.5 | 0.8 | 2.8 | -13.1
CC(C)(C)[C@H]1C=C(C(=O)Nc2ccccc2)O[C@@H](OCc2ccc(CO)cc2)C1 | -0.9 | 8.9 | 0.6 | 2.4 | -0.4 | 3.1 | -1.5&0.8 | 1.6 | -1.4
O=C1CSC(=S)N1Nc1ccccc1 | -1.2 | 0.1 | . | -2.5 | 0.2 | 3.2 | -8.7 | -0.4 | -8.3
CCn1c2ccccc2c2cc(C3C(C#N)=C(C)NC(C)=C3C#N)ccc21 | -5.0 | 0.4 | 6.1 | -3.4 | 0.6 | 4.2 | . | 1.8 | -16.2
CC1(C)CC(=O)C2=C(C1)Nc1cc3c(cc1C2c1ccc2c(c1)OCO2)OCO3 (stereo not drawn) | -0.2 | 2.3 | -0.2 | 3.2 | 0.1 | 6.1 | 1.0 | 22.6 | -4.5
Cc1ccc(NC(=O)C2CCC(=O)N2)cc1C (stereo not drawn) | i | 2.6 | -3.8 | 1.9 | 1.3 | 10.4 | . | -9.5 | -7.0
S=c1sc2ccccc2n1CCc1ccncc1 | -0.6 | -0.5 | . | -1.0 | 0.2 | -0.9 | 2.3 | 7.8 | -6.8

A stretch of the results above, as a working copy:
SMILES | Vc quorum ag | PfHsp40 yeast | SARS 3CLpro inh | Anthrax LF prot | BoNT A protease | PrPC TRFRET | TcdB inh | Y pestis TopoI | PriA SSB inh
CC1(C)CC(=O)C2=C(C1)Nc1cc3c(cc1C2c1ccc2c(c1)OCO2)OCO3 (stereo not drawn) | -0.2 | 2.3 | -0.2 | 3.2 | 0.1 | 6.1 | 1.0 | 22.6 | -4.5
Cc1ccc(NC(=O)C2CCC(=O)N2)cc1C (stereo not drawn) | i | 2.6 | -3.8 | 1.9 | 1.3 | 10.4 | . | -9.5 | -7.0
S=c1sc2ccccc2n1CCc1ccncc1 | -0.6 | -0.5 | . | -1.0 | 0.2 | -0.9 | 2.3 | 7.8 | -6.8

(listing goes on)
SMILES | Vc quorum ag | PfHsp40 yeast | SARS 3CLpro inh | Anthrax LF prot | BoNT A protease | PrPC TRFRET | TcdB inh | Y pestis TopoI | PriA SSB inh
COC(=O)c1sc(NC(=O)c2ccc(C)o2)nc1C | -0.2 | -2.5 | 1.4 | 0.4 | 0.1 | 1.7 | 1.3 | -2.3 | -5.6
Nc1c(Cl)cc(S(N)(=O)=O)cc1S(N)(=O)=O | i | -0.2 | -2.5 | 4.1 | -1.8 | -4.9 | -0.7 | -3.7 | -2.4
CCOC(=O)Nc1cc2c(c(N)n1)N=C(c1ccccc1)CN2 | i | -1.5 | . | -0.8 | -0.2 | -23.8 | 0.4 | -3.3 | -3.5
COc1ccc(/C=N/NC(=O)CN(C)C(=O)OCc2ccccc2)cc1OC | -0.2 | 1.3 | 0.8 | -0.1 | 2.6 | 2.3 | -0.3 | 5.1 | .
CCN(CC)S(=O)(=O)c1ccc(C)c(NC(=O)Cc2ccc(S(=O)(=O)N3CCOCC3)s2)c1 | 1.1 | -0.6 | -0.8 | -0.4 | 6.0 | 5.5 | 1.4 | -4.4 | 0.3
Cc1nc(CC(=O)NNS(=O)(=O)c2ccc(F)c(Cl)c2)cs1 | -1.2 | -0.8 | 2.7 | 0.1 | -0.2 | -3.6 | . | -5.7 | -7.2
Cc1ccc(OC(=O)N(C)C[C@H]2OCc3cnnn3CCCC(=O)N([C@H](C)CO)C[C@@H]2C)cc1 | i | . | . | -0.5 | 0.3 | -0.4 | 0.0&-0.9&-6.4 | 2.6 | .
O=C1CCCN1c1ccc(S(=O)(=O)Oc2ccc(Cl)cc2)cc1[N+](=O)[O-] | -1.2 | 1.0 | -9.3 | -2.9 | -0.3 | 0.3 | . | 13.1 | 21.6
CCOc1nc(-c2ccccc2)ccc1-c1noc(COC)n1 | i | 0.1 | 3.8 | 5.0 | -1.1 | 0.1 | . | 29.9 | -94.2
NS(=O)(=O)c1ccc(NC(=O)Nc2cccc(Cl)c2)cc1 | -0.4 | -0.2 | 1.2 | -4.2 | 0.2 | -3.8 | 1.8 | -20.2 | -7.1
O=C(CSCc1ccc(Cl)cc1)N/N=C/c1ccco1 | -0.2 | 1.3 | -0.3 | -2.5 | -0.6 | 8.3 | 9.5 | 2.7 | .
CCOC(=O)C1(Cc2ccc(Cl)cc2)CCN(C(=O)CCc2cnccn2)CC1 | -0.1 | 0.8 | 3.5 | -0.3 | -0.4 | 5.8 | -0.1 | 30.3 | 0.7
COC(=O)c1c(NC(C)=O)sc(C(=O)Nc2ccccc2C)c1C | -0.1 | -2.0 | 2.6 | -0.1 | 0.3 | 3.9 | 1.3 | -10.3 | -2.8
O=S(=O)(CCN1CCOCC1)c1ccccc1 | -0.4 | -0.1 | 2.6 | -12.0 | -5.7 | 0.6 | -0.8 | 5.2 | -7.0
COC(=O)CC1=C(C(=O)OC)C(c2cccc(OCC(N)=O)c2)C(C#N)=C(N)O1 (stereo not drawn) | -2.6 | -1.7 | 0.8 | -2.9 | -0.3 | 9.4 | . | 2.1 | -8.6
CCNC(=O)N(C)C[C@H]1N[C@@](C)(C(=O)OC)[C@H]2C(=O)N(C)C(=O)[C@@H]12 | i | 0.7 | . | -0.3 | -0.3 | -6.1 | 1.3 | 4.9 | -0.4
CCCCn1cc([N+](=O)[O-])nc1C | i | -1.3 | 1.3 | -7.9 | 0.1 | -2.6 | -1.7 | 2.8 | -11.6
Cc1cc(NC(=O)c2c(Cl)cccc2Cl)no1 | 0.1 | 0.5 | 3.4 | -5.8 | -0.1 | 7.5 | 1.3 | 4.1 | -7.8
CCOc1ccc(NS(=O)(=O)c2ccc(C(=O)NC3CCC(O)CC3)cc2)cc1 (stereo not drawn) | 2.9 | 1.8 | . | -0.8 | 1.9 | -1.4 | 1.8 | -4.7 | -17.5
CCCOc1c(Cl)cc(C(=O)Nc2ccc3c(c2)OCO3)cc1OCC | -0.6 | 3.8 | -1.4 | -2.8 | -0.9 | 21.7 | . | -4.0 | 1.3
C/C(=C\c1ccccc1)C(=O)NCCCn1ccnc1 | -1.0 | 0.5 | 7.4 | 1.2 | -0.2 | 6.6 | -2.7 | -2.0 | -1.5
O=C(CNC(=O)c1ccccc1C(F)(F)F)N/N=C/c1cccs1 | -0.5 | -1.5 | -0.5 | 0.8 | -0.2 | -3.3 | 2.8 | 4.1 | .
COC(=O)C1=C(c2cc3ccccc3o2)C[C@@H]2CC[C@H]1N2C(=O)NC(C)C | -0.1 | 0.4 | . | -3.2 | -0.6 | -7.2 | 1.1 | 7.5 | -5.0
COc1ccc(/C(C)=N/NC(=O)Cn2nc([N+](=O)[O-])cc2C)cc1 | -0.4 | -0.5 | 1.5 | -9.9 | 1.0 | 0.9 | -1.0 | 2.5 | .
COc1ccc(-c2cccc(C(=O)Nc3cccc(C(=O)O)c3)c2)cc1 | -0.2 | 2.0 | 6.2 | 0.8 | -0.7 | -3.1 | . | 0.7 | -3.4
CC(C)CCN1CC(C(=O)NCCC2=CCCCC2)CC1=O (stereo not drawn) | i | 1.6 | -2.2 | -12.2 | 0.4 | -14.1 | 1.6 | 3.0 | -10.0
CCCCNC(=O)NS(=O)(=O)c1cnccc1Sc1ccc(Cl)cc1 | i | -1.1 | 0.1 | 4.3 | 0.5 | 1.9 | . | -2.4 | -21.9
Cc1cccc(-c2cc(=O)c(C(=O)O)cn2-c2ccc(F)cc2F)c1 | 0.6 | 3.8 | . | -6.2 | -1.5 | -4.7 | 1.2 | -1.5 | -17.2
CN(C)NC(=O)c1ccc([N+](=O)[O-])s1 | -0.6 | 0.2 | -1.5 | -5.3 | 0.6 | -29.3 | 0.1 | -0.8 | -13.5

Reformatted: entries from further up
> CN(C)NC(=O)c1ccc([N+](=O)[O-])s1
  Vc quorum ag: -0.6; PfHsp40 yeast: 0.2; SARS 3CLpro inh: -1.5; Anthrax LF prot: -5.3; BoNT A protease: 0.6; PrPC TRFRET: -29.3; TcdB inh: 0.1; Y pestis TopoI: -0.8; PriA SSB inh: -13.5

> CCOc1ccc(NS(=O)(=O)c2ccc(C(=O)NC3CCC(O)CC3)cc2)cc1 (stereo not drawn)
  Vc quorum ag: 2.9; PfHsp40 yeast: 1.8; SARS 3CLpro inh: .; Anthrax LF prot: -0.8; BoNT A protease: 1.9; PrPC TRFRET: -1.4; TcdB inh: 1.8; Y pestis TopoI: -4.7; PriA SSB inh: -17.5

Some of the compounds tested. The share of hits here may be higher or lower than overall.
